GSH bead fluor = compound fluorescence on glutathione beads, profiling panel, artefact control, biophysical, 488/530 nm, flow cytometry; fluorescence (KMESF) at 10 µM; 0.25% of 190,000 active; GSH beads flow cytometry, compound fluorescence 488/530 nm; hits give high values; in the data active = fluorescence above about 89;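 also: glutathione beads carrying GST-tagged Bcl family fusion proteins plus one bare bead set; values are compound well signal with DMSO vehicle wells as background; inactives centre near 16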
Bim-Bcl-2 = inhibitors of Bim-Bcl-2 binding, primary screen, biochemical, multiplexed, human Bcl-2 family; Apoptosis regulator Bcl-2 (Homo sapiens), P10415; Bead-based flow cytometry, Bim peptide-Bcl-2 binding; inhibition, % at 10 µM; 0.06% of 190,000 active; in the data active = inhibition above about 40%; inconclusive = no clear call, values can overlap the other calls;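 also: 0% = no compound wells with probe peptide and 100% = reference peptide inhibitor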
Target sequence (P10415 whole entry, looked up): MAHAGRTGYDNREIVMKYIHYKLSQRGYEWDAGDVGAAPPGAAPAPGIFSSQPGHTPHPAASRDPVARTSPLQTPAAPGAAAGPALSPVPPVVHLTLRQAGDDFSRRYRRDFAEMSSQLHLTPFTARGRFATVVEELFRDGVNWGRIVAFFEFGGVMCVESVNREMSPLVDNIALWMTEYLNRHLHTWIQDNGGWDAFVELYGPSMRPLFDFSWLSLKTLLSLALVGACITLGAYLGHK
Bcl-XL Bim block = inhibitors of Bim-Bcl-XL binding, primary screen, biochemical, multiplexed, bead flow cytometry, human Bcl-XL. Bcl-2-like protein 1 (Homo sapiens), Q07817. Bim peptide-Bcl-XL binding, fluorescence. inhibition, % at 10 µM. 0.04% of 190,000 active
Target sequence (Q07817 whole entry, looked up): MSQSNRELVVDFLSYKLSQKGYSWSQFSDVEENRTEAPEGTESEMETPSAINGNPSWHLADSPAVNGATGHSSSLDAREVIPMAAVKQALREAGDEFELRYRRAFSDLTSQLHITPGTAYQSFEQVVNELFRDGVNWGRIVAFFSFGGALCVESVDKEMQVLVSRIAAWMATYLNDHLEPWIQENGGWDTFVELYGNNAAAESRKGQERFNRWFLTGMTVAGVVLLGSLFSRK
RGS4-Gao reg = modulators of RGS4 binding to Galphao, primary screen, biochemical, multiplexed bead flow cytometry; Guanine nucleotide-binding protein G(o) subunit alpha (Homo sapiens), P09471; actives lie on both sides; binding response (% of control), % at 10 µM; 0.33% of 220,000 active; in the data active = binding response below about 49% or above about 150%; inactive = in between;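 also: fluorescent Galphao activated with aluminum fluoride binding bead-coupled RGS4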
Target sequence (P09471 whole entry, looked up): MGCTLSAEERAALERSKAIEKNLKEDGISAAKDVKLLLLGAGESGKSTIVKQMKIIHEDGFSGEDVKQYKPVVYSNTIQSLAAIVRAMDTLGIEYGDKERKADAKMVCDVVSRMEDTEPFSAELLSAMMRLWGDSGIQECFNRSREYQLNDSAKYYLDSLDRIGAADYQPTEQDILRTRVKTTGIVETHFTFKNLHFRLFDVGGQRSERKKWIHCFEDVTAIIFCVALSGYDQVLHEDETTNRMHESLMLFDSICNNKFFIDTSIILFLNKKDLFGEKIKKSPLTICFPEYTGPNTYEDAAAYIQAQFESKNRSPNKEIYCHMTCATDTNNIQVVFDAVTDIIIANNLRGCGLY
Bim-Bcl-B = inhibitors of Bim-Bcl-B binding, primary screen, biochemical, multiplexed, human Bcl-2 family | Bcl-2-like protein 10 (Homo sapiens), Q9HD36 | bead-based flow cytometry, Bim peptide-Bcl-B binding | inhibition, % at 10 µM | 0.073% of 190,000 active | AID 951, 2007;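 also: 0% = tracer peptide without compound and 100% = reference inhibitor peptide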
Bim-Bfl-1 = inhibitors of Bim binding to Bfl-1, primary screen, biochemical, multiplexed, bead-based flow cytometry; Bim-Bfl-1 binding inhibition; inhibition, % at 10 µM; 0.12% of 190,000 active;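 also: 0% = wells without compound plus tracer and 100% = blocker peptide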
ABCB1 block = ABCB1 efflux pump inhibitors, primary screen, cell-based, multiplex, flow cytometry, ABCG2 counter-screen; CCRF-Adr cells, JC-1 efflux; inhibition, % at 6.6 µM; 0.067% of 190,000 active; ATP-dependent translocase ABCB1 (Homo sapiens), P08183; in the data active = inhibition above about 40%;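 also: 0% = vehicle and 100% = reference inhibitor; higher value means more JC-1 retained so stronger ABCB1 efflux block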
RGS7-Gao reg = RGS7-Galphao binding modulators, primary screen, biochemical, multiplexed bead flow cytometry | Guanine nucleotide-binding protein G(o) subunit alpha (Homo sapiens), P09471 | actives lie on both sides | binding response (% of control), % at 10 µM | 0.35% of 220,000 active; in the data active = binding response below about 49% or above about 150%; inconclusive = no clear call, values can overlap the other calls; inactive = in between;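 also: fluorescent Galphao held in activated GDP-AlF4 state binding bead-coupled RGS7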
ABCG2 inh = ABCG2 efflux pump inhibitors, primary screen, multiplex with ABCB1, IgMXP3 cells, flow cytometry; Broad substrate specificity ATP-binding cassette transporter ABCG2 (Homo sapiens), Q9UNQ0; JC-1 efflux; inhibition, % at 6.6 µM; 0.1% of 190,000 active;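 active = inhibition above 80%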;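 also: 0% = DMSO and 100% = nicardipine control wells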
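Test system: IgMXP3 (ABCG2) plus far-red-tagged CCRF-Adr (ABCB1) cells / Amount: 3 million cells/mL in well / Reagent: JC-1 transporter substrate / Timing: 10 min compound exposure, 25 °C / Signal: flow cytometry, 530 nm JC-1 signal / Read-out: percent efflux inhibition, scaled nicardipine 100% to DMSO 0% / Benchmarks: nicardipine as high control, DMSO as low control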
RGS8-Gao = RGS8-Galphao binding modulators, primary screen, biochemical, multiplexed bead flow cytometry. 0.34% of 220,000 active. response (percent of control binding), % at 10 µM. AID 1423, 2008. actives lie on both sides. Guanine nucleotide-binding protein G(o) subunit alpha (Homo sapiens), P09471; in the data active = response below about 60% or above about 140%; inactive = in between;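 also: Galphao activated as the GDP aluminium fluoride complex binding bead-coupled RGS8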
Bcl-W Bim block = inhibitors of Bim binding to Bcl-W, primary screen, biochemical, multiplexed, bead-based flow cytometry | Bcl-2-like protein 2 (Homo sapiens), Q92843 | Bim peptide-Bcl-W binding | inhibition, % at 10 µM | 0.02% of 190,000 active | AID 952, 2007;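 also: 0% = bound tracer without compound and 100% = peptide blocker; higher means less fluorescent Bim peptide bound to Bcl-W beads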
Target sequence (Q92843 whole entry, looked up): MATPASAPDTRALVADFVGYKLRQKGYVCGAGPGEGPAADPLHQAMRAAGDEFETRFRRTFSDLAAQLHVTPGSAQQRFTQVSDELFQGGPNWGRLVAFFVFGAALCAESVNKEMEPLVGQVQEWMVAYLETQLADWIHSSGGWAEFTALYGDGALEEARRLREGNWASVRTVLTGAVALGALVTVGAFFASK
An asterisk follows results filed as active; ? = inconclusive; · = not tested or not shown. Rule as the data show it, unless noted: active = inhibition above about 40%.

SMILES	GSH bead fluor	Bim-Bcl-2	Bcl-XL Bim block	RGS4-Gao reg	Bim-Bcl-B	Bim-Bfl-1	ABCB1 block	RGS7-Gao reg	ABCG2 inh	RGS8-Gao	Bcl-W Bim block
CC(C)(C)NC(=O)NC(=O)COC(=O)CCC1CCCCC1	24	-6	1	98	-3	-12	0.1	100	1	101	1
Nc1nc(/C=C/c2ccc(F)cc2)nc(-c2ccccc2O)n1	8	-2	-5	106	-1	-2	0.0	107	1	125	-1
COc1cccc(CNC(=O)C2CCCN(S(=O)(=O)c3cnc[nH]3)C2)c1 (stereo not given)	21	2	1	109	2	3	-1.5	115	0	120	1
CCN(CCO)C(=O)C12CCC(C)(C(=O)C1)C2(C)C (stereo not given)	28	-8	-2	101	-7	-14	0.8	101	0	102	0
O=C1CCCN1c1ccc(Br)cc1	54	-6	-6	90	-6	-12	0.7	91	3	92	0
CC(OC(=O)c1ccc2c(=O)n3c(nc2c1)CCCCC3)C(=O)Nc1ccc(Cl)cn1 (stereo not given)	7	-2	-5	97	-6	1	7.5	101	17	105	-3
COC(=O)Cn1c2ccccc2c2nc(=O)cc(C)n21	17	-8	-4	104	-3	-6	-0.2	108	-1	105	-2
CC(C)=CC(=O)Nc1nc2ccc([N+](=O)[O-])cc2s1	14	1	0	90	3	5	0.3	94	20	97	3
O=C(CN1C(=O)C2CC=CCC2C1=O)Nc1nc2ccccc2[nH]1 (stereo not given)	25	-11	-8	102	-8	-19	1.7	101	12	101	-5
CCNC(=O)NC(=O)C(C)On1nnc2ccc(S(=O)(=O)N(CC)CC)cc21 (stereo not given)	20	-24	-8	105	-11	-13	-1.8	100	-13	109	-5
COc1ccc(CC(=O)NCc2ccccc2)cc1S(=O)(=O)N1CCOCC1	25	-1	-1	101	-2	-1	0.6	97	1	105	-1
Cc1[nH]c(=O)c(C(=O)/C=C/c2ccccc2F)c2c1CCCC2	32	-9	-10	101	-13	-15	0.5	100	9	99	-1
Cc1ccc(-c2nn3cnnc3c3ccccc23)cc1C	13	-2	1	100	-1	-2	1.9	?	19	99	0
Cc1cc(C)cc(N2C(=O)CC(N3CCOCC3)C2=O)c1 (stereo not given)	10	1	-2	104	0	0	0.4	99	2	103	0
O=C(CN1C(=O)COc2ccccc21)NCCCN1CCc2ccccc2C1	24	-3	-2	103	-3	-4	0.2	103	1	99	-4
CCOC(=O)/C(C#N)=C\C=C1C=CN(C)C=C1	9	-4	-1	97	-3	-1	0.5	98	2	102	-1
CCCCN(CC)CCCNC(=O)c1ccc(CSc2nc3ccncc3[nH]2)cc1	15	-3	-2	102	-2	-6	0.5	100	1	102	-2
CC(C)(C)OC(=O)N1CCC[C@@H]1C(=O)N1CCC(C(=O)O)CC1	12	-5	-4	102	-4	-2	-0.3	105	-1	107	-6
COc1ccc(NC(=O)Cn2c(-c3ccccc3)cn(-c3ccc(C)cc3)c2=O)cc1	35	-10	-6	99	-9	-16	0.1	97	62	99	3
Cc1cc(C)nc(/N=C(\N)Nc2cccc([N+](=O)[O-])c2)n1	17	-7	-7	102	-5	-16	0.8	101	10	104	-3
CCn1c(SCC#N)nc2c(c1=O)C1(CCCC1)Cc1ccccc1-2	71	-5	-3	101	14	-7	0.1	100	1	101	0
CNS(=O)(=O)c1ccc(NC(=O)c2ccoc2C)cc1	18	-2	-2	101	-2	-3	0.2	102	2	101	-3
O=C(N/N=C/c1ccccc1Cl)c1cccc(F)c1	23	3	0	100	0	-2	1.2	102	7	100	-2
CCn1c(CNc2ccccc2Cl)nnc1SCCN1CCCCC1	24	-9	-4	98	-7	-10	0.8	98	2	97	0
Cc1nc2ccccc2c(=O)n1/N=C1\C(=O)N(C)c2ccccc21	15	-3	-6	99	-7	-5	0.3	99	2	103	-1
CCOC(=O)N/N=C/c1cc(C)n(-c2cccc3ccccc23)c1C	12	6	4	102	3	10	5.0	93	20	98	3
CCCCOC(=O)C1CCCC(C)N1 (stereo not given)	13	-9	-2	95	-5	-12	0.2	99	0	102	0
Cc1ccc(N)cc1S(=O)(=O)N(C)C	16	-3	-4	97	-6	-6	-0.1	97	0	101	-1
O=C(Nc1cccc(Cl)c1)c1ccc(OC(=S)N2CCOCC2)cc1	12	0	-2	96	-6	-5	0.3	96	2	99	-4
CC(=O)Nc1nc(C)c(C(C)=O)s1	10	-5	-2	99	-7	-8	0.1	117	4	101	-1
O=C(Nc1ccccc1O)c1ccc(Cl)cc1	25	-1	-1	92	1	0	0.1	93	2	100	-1
CC1NC(=O)N(C)[C@@H]2NC(=O)N(C)C(c3ccc([N+](=O)[O-])cc3)[C@@H]12 (stereo not given in full)	19	-7	-2	101	-6	-7	-0.2	99	-1	104	0
O=C(CNS(=O)(=O)c1ccc(Cl)cc1)OCC(=O)N1CCCc2ccccc21	14	-3	-7	97	-8	-7	-1.6	102	20	99	-6
CC(C)N=C(Nc1ccc(Cl)cc1)c1cccnc1	14	-9	-10	103	-11	-13	-0.1	95	0	102	1
Cc1cc(NC(=O)COC(=O)c2cccc(O)c2)no1	17	-3	-3	106	-3	-10	0.1	105	0	108	0
O=C(O)C1CSC(c2coc3ccccc3c2=O)N1 (stereo not given)	9	-3	-7	97	-4	-1	0.6	98	3	103	-2
COc1ccc(/C=C/C(=O)Nc2cccc(N3CCOCC3)c2)cc1OC	12	-2	-4	102	-7	-1	·	103	1	105	-5
COc1cc(C(=O)Nc2ccc(Oc3ncnc4sc(-c5ccccc5)cc34)cc2)cc(OC)c1OC	9	-4	-4	59	-4	-5	3.0	65	7	64	-2
COc1ccc(Cl)cc1NC(=O)C(C)OC(=O)c1ccc(NS(=O)(=O)c2ccc3[nH]c(=O)[nH]c3c2)cc1 (stereo not given)	8	-8	-1	101	0	2	-0.5	99	-11	89	-1
Cn1c(=O)n(C)c2cc([N+](=O)[O-])c(N3CCN(S(=O)(=O)c4ccc5ccccc5c4)CC3)cc21	35	-5	-3	98	-6	-10	1.4	104	2	100	-1

2 records drawn at random from the list so far:
SMILES	GSH bead fluor	Bim-Bcl-2	Bcl-XL Bim block	RGS4-Gao reg	Bim-Bcl-B	Bim-Bfl-1	ABCB1 block	RGS7-Gao reg	ABCG2 inh	RGS8-Gao	Bcl-W Bim block
Nc1nc(/C=C/c2ccc(F)cc2)nc(-c2ccccc2O)n1	8	-2	-5	106	-1	-2	0.0	107	1	125	-1
O=C(N/N=C/c1ccccc1Cl)c1cccc(F)c1	23	3	0	100	0	-2	1.2	102	7	100	-2

Additional structures:
SMILES	GSH bead fluor	Bim-Bcl-2	Bcl-XL Bim block	RGS4-Gao reg	Bim-Bcl-B	Bim-Bfl-1	ABCB1 block	RGS7-Gao reg	ABCG2 inh	RGS8-Gao	Bcl-W Bim block
COC(=O)c1ccccc1NC(=O)c1cc(-c2ccc(O)cc2)on1	21	-8	-1	98	-8	-10	0.0	98	3	98	-2
O=C(Nc1cccc(S(=O)(=O)N2CCOCC2)c1)c1cc2c(s1)CCC2	17	-4	-7	101	-4	-1	-0.1	101	-1	103	-6
Cc1ccc(C(=O)NCC(=O)O)o1	18	0	-2	106	-1	-5	1.4	105	4	104	-2
CCCCNS(=O)(=O)c1ccc2nc(SCC(=O)N3CC(C)OC(C)C3)[nH]c2c1 (stereo not given)	45	-10	-3	100	-9	-11	0.3	97	1	99	-3
CN(C(=O)c1ccncc1)c1nnc(-c2cccnc2)s1	37	-12	3	103	-6	-12	0.3	103	2	106	-1
CCn1cc(C(=O)NCc2ccc(C)o2)c2cc(OC)c(OC)cc2c1=O	24	-2	2	103	-1	6	0.9	99	5	100	0
c1cncc(CNc2ncnc3sc4c(c23)CCCC4)c1	22	0	-7	97	-5	-5	0.9	99	7	99	0
C/C(=N/NC(=O)c1cc(Cl)ccc1O)C12CC3CC(CC(C3)C1)C2	9	-3	3	102	-1	-1	0.3	102	1	103	0
COc1cc(C2CC(=O)c3c(ccc4ccccc34)N2)ccc1O (stereo not given)	11	-3	0	101	-2	0	0.8	99	2	99	0
COc1ccc(C2=NN(c3nc4ccccc4s3)C(=O)/C2=C\N(C)C)cc1	2	-3	-3	101	-6	-2	-0.7	102	-8	102	-5
CCN1CCN(Cc2c(O)ccc3c2O/C(=C\C=C\c2ccccc2)C3=O)CC1	11	2	-4	106	-10	-5	0.6	103	1	117	1
Cc1cccnc1NC(=O)c1ccc2nc(N)sc2c1	10	-6	0	101	-6	0	0.1	104	-1	100	2
O=C(c1cc(-c2ccc3c(c2)OCO3)on1)N1CCN(c2ccc(F)cc2)CC1	4	0	-1	97	-3	-1	-0.2	93	0	86	-1
COc1ccc(CONS(=O)(=O)c2ccc(NC(C)=O)cc2)cc1Cl	14	-3	-5	106	-8	-12	0.3	105	1	102	0
O=C(CCN1C(=O)c2ccccc2C1=O)Nc1cccc(F)c1	35	-8	-5	97	-9	-17	0.8	104	26	102	-1
COc1ccc(CCNCC(=O)Nc2ccc(C)c(S(=O)(=O)N(C)C)c2)cc1	15	-1	-2	101	-4	-5	1.8	102	3	100	-1
Cc1ccc(SCc2cc(=O)[nH]c(Nc3nc(C)c4ccc(C)cc4n3)n2)cc1	15	-5	-8	102	-7	-14	0.8	100	5	100	-2
COc1cccc(-c2cc(C(=O)N3CCN(Cc4ccccc4)CC3)no2)c1	15	1	-1	101	-2	0	0.1	101	0	102	0
Cc1c(NC(=O)C2CCCO2)cccc1[N+](=O)[O-] (stereo not given)	10	-6	-9	102	-8	-5	-0.2	106	16	105	-6
COC(=O)c1ccc(NC(=O)Cn2nc(SC)n(N)c2=S)cc1	29	-1	-2	101	-10	-13	1.5	103	25	104	0
NC(=O)CC[C@@H]1NC(=O)[C@H](CO)NC(=O)c2cc([N+](=O)[O-])cc(I)c2OCC[C@@H](C(N)=O)NC1=O	19	0	0	94	-1	0	0.3	96	0	94	0
CCn1c(=O)c2cc(C(=O)Nc3cc(C)on3)sc2c2ccccc21	13	-5	-7	106	-4	-11	-1.2	95	-2	101	0
C/C(=N\NC(=O)c1ccc(Cl)c(Cl)c1)c1cccc(NC(=O)C(C)C)c1	22	1	1	102	1	-1	-0.1	101	2	102	0
CCC(C)NCc1ccc(C(=O)OC)o1 (stereo not given)	18	0	1	99	-1	0	-0.1	96	0	99	-2
CCOC(=O)c1sc(NC(=O)c2ccc(S(=O)(=O)N3CCCCCC3)cc2)nc1-c1ccccc1	12	-4	-11	100	-7	-4	-0.4	99	-2	100	-8

High-throughput results: PubChem BioAssay, NMMLSC
